RGS4 inh = Inhibitors of Regulator of G Protein Signaling (RGS) 4: qHTS; Regulator of G-protein signaling 4 (Homo sapiens), P49798; Transcreener GDP fluorescence polarization, RGS4-accelerated GTP hydrolysis; Potency, µM (doses to about 114 µM), for inactives: at the top dose activity change, negative = inhibition, most hits filed as inhibitors; 390,000 tested, 0.039% active; note: potency is the fitted concentration of half-maximal effect; % is set by controls: 0 for no effect and ±100 for the full control effect; nearly all actives have a fitted effect of over 75% in size; some results filed as inactive show a strong effect at the top dose
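MLSMR compounds (23 nl, pin-transferred) preincubated 10 min at room temperature with a 500nM (2x) first reagent, then RGS4 at 900nM (2x) plus Transcreener GDP mix added; fluorescence polarization (620/688 nm) read before and after 90 min at 30 °C.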
G9a inh = qHTS Assay for Inhibitors of Histone Lysine Methyltransferase G9a; Histone-lysine N-methyltransferase EHMT2 (Homo sapiens), Q96KQ7; G9a H3K9 monomethylation, AlphaScreen, 2 h; Potency, µM (top dose mostly 102 µM), for the others: top-dose activity, negative = inhibition, usual class: inhibitors; 350,000 tested, 8.8% active; AID 504332, 2011; note: potency is the fitted concentration of half-maximal effect; % is set by controls: 0 for no effect and ±100 for the full control effect; nearly all actives have a fitted effect of over 75% in size
Target sequence (Q96KQ7 913-1193 limits assumed): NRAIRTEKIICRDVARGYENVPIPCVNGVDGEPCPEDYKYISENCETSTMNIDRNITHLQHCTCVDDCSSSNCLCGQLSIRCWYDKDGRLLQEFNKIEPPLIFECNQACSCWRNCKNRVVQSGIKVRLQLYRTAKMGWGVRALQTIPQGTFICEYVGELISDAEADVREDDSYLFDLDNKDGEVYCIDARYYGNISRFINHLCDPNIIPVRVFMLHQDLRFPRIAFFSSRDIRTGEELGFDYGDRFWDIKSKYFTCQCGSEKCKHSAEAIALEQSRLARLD
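Using a bead-based AlphaScreen, monomethylated H3K9 product from 2 h room-temperature reactions (G9a 20 nM, peptide 500 nM, SAM 20 uM) was detected with 0.5 ug/mL rabbit anti-H3K9me1 antibody.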
JMJD2A Tudor inh = qHTS Assay for Inhibitors of JMJD2A-Tudor Domain. AlphaScreen JMJD2A-Tudor / H3K4me3 peptide binding. Potency, µM (top dose mostly 114 µM), inactives show at the top dose activity change, negative = inhibition, hits mostly inhibitors. 390,000 tested, 4.4% active; note: potency is the fitted concentration of half-maximal effect; % is set by controls: 0 for no effect and ±100 for the full control effect; nearly all actives have a fitted effect of over 50% in size
HP1b binding inh = HTS for Inhibitors of HP1-beta Chromodomain Interactions with Methylated Histone Tails; Chromobox protein homolog 1 (Homo sapiens), P83916; AlphaScreen HP1-beta / biotin-H3K9me3 peptide binding; Potency, µM (top dose mostly 114 µM), for inactives: at the highest dose activity change, negative = inhibition, hits mostly inhibitors; 390,000 tested, 0.56% active; AID 540317, 2011; note: potency is the fitted concentration of half-maximal effect; nearly all actives have a fitted effect of over 70% in size; inactives centre near 23
Target sequence (P83916 whole entry, looked up): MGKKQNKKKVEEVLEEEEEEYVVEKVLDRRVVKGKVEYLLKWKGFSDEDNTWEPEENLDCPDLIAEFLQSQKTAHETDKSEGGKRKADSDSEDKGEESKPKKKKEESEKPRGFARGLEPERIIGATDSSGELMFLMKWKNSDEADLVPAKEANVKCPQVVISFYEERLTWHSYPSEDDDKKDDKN
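Compound inhibition of the preformed complex between 50 nM HP1-beta and 50 nM biotinylated H3K9me3 peptide was read by AlphaScreen. Buffer was PBS pH 7.4 with 0.01% Tween-20. Incubations ran 30 min at room temperature, with 10 ug/mL donor/acceptor beads.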
PI4K2A block = qHTS for small molecular inhibitors of PI4K2A | 420,000 tested, 0.13% active | Phosphatidylinositol 4-kinase type 2-alpha (Homo sapiens), Q9BTU6 | activity change, negative = inhibition, % at 76.9 µM | purified PI4K2A, ADP-Glo luminescence, 1 h; hits give low values; in the data active = activity change below about -50%; inconclusive = mostly about -30% to -49%;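 note: -100% = wells without enzyme as full effect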
Target sequence (Q9BTU6 whole entry, looked up): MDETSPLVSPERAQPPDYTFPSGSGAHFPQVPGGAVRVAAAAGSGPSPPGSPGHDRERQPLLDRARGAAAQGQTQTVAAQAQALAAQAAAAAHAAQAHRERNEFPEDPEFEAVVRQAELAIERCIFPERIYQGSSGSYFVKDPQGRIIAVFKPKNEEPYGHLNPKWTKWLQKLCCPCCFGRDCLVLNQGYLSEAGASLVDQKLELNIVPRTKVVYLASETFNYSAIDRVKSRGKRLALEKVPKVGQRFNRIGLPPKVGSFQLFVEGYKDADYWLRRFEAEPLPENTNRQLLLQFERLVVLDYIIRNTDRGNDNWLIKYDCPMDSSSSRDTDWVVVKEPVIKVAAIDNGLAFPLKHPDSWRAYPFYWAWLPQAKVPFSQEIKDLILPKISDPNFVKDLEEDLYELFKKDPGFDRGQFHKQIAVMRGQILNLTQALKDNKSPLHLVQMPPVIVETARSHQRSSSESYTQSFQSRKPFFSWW
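In this quantitative HTS, ADP production by PI4K2A was quantified luminescently after 1 h at ambient temperature; 100 microM adenosine served as plate-quality control.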
BAZ2B inh = qHTS Assay for Inhibitors of BAZ2B; Bromodomain adjacent to zinc finger domain protein 2B (Homo sapiens), Q9UIF8; AID 504333, 2011; AlphaScreen BAZ2B-H3K14Ac peptide displacement; Potency, µM (doses to about 114 µM), for inactives: at the highest dose activity change, negative = inhibition, most hits filed as inhibitors; 360,000 tested, 4.4% active; note: potency is the fitted concentration of half-maximal effect; % is set by controls: 0 for no effect and ±100 for the full control effect; nearly all actives have a fitted effect of over 60% in size
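Multi-concentration screen (max 110 uM) measuring displacement of acetylated histone H3 peptide from BAZ2B by AlphaScreen, using 50 nM protein, 50 nM peptide and 10 ug/mL streptavidin donor plus Ni-chelate acceptor beads.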
Numbers without * were called inactive; ? = inconclusive; · = no result given; [ ] = dose if it differs, or a comment. Unless noted, calls come from the whole dose curve; as a rule, active = well fitted inhibition curve with a large enough effect; inconclusive = small, poorly fitted or top-dose-only effect; inactive = no such curve, though single readings can be large or run the other way. Only part of the results is shown; rates above refer to the full screens.

Structure | RGS4 inh | G9a inh | JMJD2A Tudor inh | HP1b binding inh | PI4K2A block | BAZ2B inh
COCC(=O)N(C)[C@H]1C[C@H]2c3[nH]c4cccc(-c5cccc(F)c5)c4c3CCN2C(=O)[C@H]1[C@H](C)O | · | · | · | · | 4 | ·
O=c1c2ccccc2n(Cc2ccno2)n1[C@@H](Cc1ccccc1)Cn1cc(-c2ccc(-c3ccccc3)cc2)nn1 | · | · | · | · | -2 | ·
COC(=O)c1cc(-c2cnc(OC)nc2OC)c(=O)n2c1CCC2 | · | · | · | · | 0 | ·
CCCCCn1nnnc1C1(C)CCSCC(=O)N1Cc1ccco1 (stereo not drawn) | · | · | · | · | -5 | ·
CCOc1ccc(N(CC(=O)Nc2c(C)n(C)n(-c3ccccc3)c2=O)S(=O)(=O)c2ccc(Cl)s2)cc1 | · | · | · | · | -3 | ·
COc1ccc(-c2nnn3c2Cn2c4ccccc4c(=O)n2[C@@H](C(C)C)C3)cc1 | · | · | · | · | 2 | ·
CCC(C(=O)Nc1ccccc1N1CCCC1)c1ccccc1F (stereo not drawn) | · | · | · | · | -4 | ·
CCn1c2ccccc2c2cc(NC(=O)COC(=O)c3cc(F)ccc3F)ccc21 | · | · | · | · | 3 | ·
CC(=O)Nc1ccc2c(c1)C(=O)N(C)[C@H]1CC[C@H](CC(=O)NCc3ccc(F)cc3)O[C@@H]1CO2 | · | · | · | · | -8 | ·
COC(=O)[C@]12C[C@H](CC(=O)N3CCCC3)C(=O)N(Cc3cccc4ccccc34)C1=C[C@H](COCc1ccccc1)O[C@@H]2C | · | · | · | · | -1 | ·
CC(C)(C)OC(=O)/C=C/[C@@H](CCCCl)Sc1ccc(C(C)(C)C)cc1 | · | · | · | · | 3 | ·
Cc1nn(-c2ccccc2)c(C)c1/C=N\N1CCN(Cc2ccccc2Cl)CC1 | · | · | · | · | -5 | ·
Nc1ccc([N+](=O)[O-])c(C(F)(F)F)c1 | · | · | · | · | 1 | ·
COC(=O)[C@H]1C[C@@]2(N3CCCCC3)c3ccccc3N[C@H]2N1S(=O)(=O)c1ccc(C)cc1 | · | · | · | · | 0 | ·
C=C(C)Cn1c(SCC(=O)NN=Cc2c(O)ccc3ccccc23)nnc1-c1ccc(Br)cc1 | · | · | · | · | 3 | ·
O=C1CCC[C@H]2C[C@H](NCc3ccco3)CC[C@]23CCCN13 | · | · | · | · | -3 | ·
Cc1cc(C)cc(NC(=O)OC2CC3CC2[C@H]2CCCCN2[C@H]3Cc2ccccc2)c1 (stereo partly drawn) | · | · | · | · | 3 | ·
CC(=O)Nc1sc2c(c1-c1nc3ccccc3s1)CCOC2 | · | · | · | · | 1 | ·
COc1ccc(CCNC(=O)Cn2nc(-c3ccccc3)ccc2=O)cc1 | · | · | · | · | 6 | ·
C/C(=N/NC(=O)CN1CCN(Cc2ccccc2Cl)CC1)c1cccc(O)c1 | · | · | · | · | 1 | ·
O=S1(=O)c2ccc(N3CCC[C@@H]3CO)cc2O[C@H]2CCN1C2 | · | · | · | · | 0 | ·
C=CCN(Cc1ccc2c(c1)OCO2)C(C#CCCCC)C(C)C (stereo not drawn) | · | · | · | · | 2 | ·
O=S1(=O)CC2c3ccc(F)cc3CN2CN1Cc1ccc(F)cc1 (stereo not drawn) | · | · | · | · | 0 | ·
COc1ccc(/C=C2\CC3(OC(=O)c4cccc(F)c4)CCCN2C3)cc1 (stereo not drawn) | · | · | · | · | 0 | ·
COc1ccc(-c2cc(C(=O)NN=Cc3ccc(-c4ccccc4)cc3)[nH]n2)cc1 | · | · | · | · | -3 | ·
CCN(CC)c1ccc(-c2nn3c(-c4ccc(C(C)(C)C)cc4)nnc3s2)cc1 | · | · | · | · | 2 | ·
Cc1c(NC(=O)C2CCCN(S(=O)(=O)c3cccc4ccccc34)C2)c(=O)n(-c2ccccc2)n1C (stereo not drawn) | · | · | · | · | -3 | ·
N#CCCCc1cn(-c2ccc(-c3noc4c3C(=O)N(CC(=O)N3CCOCC3)CC4)cc2)nn1 | · | · | · | · | -9 | ·
COC(=O)[C@]12C[C@H](CC(=O)NCC34CC5CC(CC(C5)C3)C4)C(=O)N(Cc3cccc4ccccc34)C1=C[C@H](C(C)(C)C)O[C@@H]2C | · | · | · | · | -2 | ·
C[C@H]1CCCN1c1cccc2c1S(=O)(=O)N1CC[C@H](C1)O2 | · | · | · | · | 3 | ·
COc1ccccc1C(=O)NC1CCCCN(Cc2cccc(F)c2)C1=O (stereo not drawn) | · | · | · | · | -3 | ·
CC(C)CN1CN2Cc3cc(F)ccc3C2CS1(=O)=O (stereo not drawn) | · | · | · | · | -2 | ·
O=C(CCn1nnc(-c2cccs2)n1)N1CCCCC1 | · | · | · | · | -3 | ·
O=C(CN1CCc2onc(-c3ccc(-n4cc(-c5ccccc5)nn4)cc3)c2C1=O)N1CCOCC1 | · | · | · | · | -2 | ·
CC1(C)CC(=O)C=C(Nc2ccccc2NC(=O)c2ccc(F)cc2F)C1 | · | · | · | · | -4 | ·
CCCCCC(=O)NC1CCCCN(Cc2ccc(C)cc2)C1=O (stereo not drawn) | · | · | · | · | -7 | ·
CC(C)(C)CCN1CCC[C@H](NC(=O)COc2ccc(F)c(Cl)c2)C1 | · | · | · | · | 2 | ·
CCCOc1ccc2c(c1)CC[C@@H]1[C@@H]2CC[C@]2(C)C(OC)CC[C@@H]12 (stereo partly drawn) | · | · | · | · | 3 | ·
O=C(CCc1ccccc1)N[C@H]1[C@H](OC(=O)c2ccco2)CCC[C@@]12C(=O)N(Cc1ccccc1)c1ccccc12 | · | · | · | · | 4 | ·
Nc1[nH]c(C(=O)c2ccccc2)c(-c2ccc(Br)cc2)c1C(=O)NCCCN1CCOCC1 | · | · | · | · | -2 | ·
COc1ccc(-n2c(COc3ccc(C)cc3)nnc2SCC(=O)Nc2ccc(Oc3ccccc3)cc2)cc1 | · | · | · | · | 6 | ·
COc1ccc(CNC2CCC23CCCCC3)cc1OC (stereo not drawn) | · | · | · | · | -2 | ·
CC(C)C[C@@H]1COc2cc(F)ccc2S(=O)(=O)N1C | · | · | · | · | -3 | ·
COc1ccc(CCNC(=O)c2cc3c(C)nn(-c4ccccc4)c3s2)cc1OC | · | · | · | · | -7 | ·
COCCCN1C(=O)[C@H](CC(=O)NCc2ccc(OC)c(OC)c2)[C@]2(C(=O)OC)CCCCC=C12 | · | · | · | · | 1 | ·
Cc1cccc(NC(=O)Nc2nc3ncccn3c2-c2ccc(F)cc2)c1 | · | · | · | · | -2 | ·
CCCCN1CCN(C2=Nc3ccccc3Sc3ccccc32)CC1 | · | · | · | · | -4 | ·
Cc1ccc(C(=O)NC2CCCCN(Cc3cccc(F)c3)C2=O)cc1 (stereo not drawn) | · | · | · | · | 3 | ·
CCn1c(SCC(=O)NN=Cc2c[nH]c3ccccc23)nc2ccccc21 | · | · | · | · | 0 | ·
COc1ccc(NC(=O)NC2CCN(S(=O)(=O)c3ccc(F)cc3)CC2)cc1OC | · | · | · | · | 6 | ·

Following part
Structure | RGS4 inh | G9a inh | JMJD2A Tudor inh | HP1b binding inh | PI4K2A block | BAZ2B inh
COc1ccc(Cn2cc(COC(=O)NCC(C)C)nn2)cc1 | · | · | · | · | -5 | ·
O=C(O)c1ccc2c(c1)C(=O)N([C@@H](C(=O)O)C(c1ccccc1)c1ccccc1)C2=O | · | -23%[12.7 µM] | -27% | · | · | -11%
O=C(O)c1ccc2c(c1)C(=O)N([C@H](Cc1c3ccccc3cc3ccccc13)C(=O)O)C2=O | · | 12%[12.7 µM] | ? | · | · | -8%
O=C(O)c1ccc2c(c1)C(=O)N([C@@H](Cc1ccc(O)cc1)C(=O)O)C2=O | · | 8%[12.7 µM] | -7% | · | · | -21%
Cc1ccc(CCN2C(=O)c3ccc(C(=O)O)cc3C2=O)cc1 | · | 5%[12.7 µM] | -11% | · | · | 2%
C[C@@](Cc1ccccc1)(C(=O)O)N1C(=O)c2ccc(C(=O)O)cc2C1=O | · | -14%[12.7 µM] | ? | · | · | -3%
CCCN1CNc2c(c(=O)[nH]c(=S)n2CCc2cc(C)cc(C)c2)C1 | -13% | · | -18% | 32%[activator] | · | ·
CCCCNC(=O)c1ccc2nc(-c3cccs3)c(-c3cccs3)nc2c1 | -1% | · | -1%[57.1 µM] | 14%[57 µM] | · | ·
COc1cccc(Sc2nc(N(C)C)ncc2S(=O)(=O)c2ccc(Cl)cc2)c1 | 27% | · | -13% | 37% | · | ·
Nc1cccc(B(O)O)c1 | -5% | · | ? | 6% | · | ·
COc1ccc(N=c2nc(-c3ccccc3)n(-c3ccc(C)cc3)s2)cc1 | ? | · | -35%[57.1 µM] | -29%[57 µM] | · | ·
COC(=O)C1CC1[C@H](NC(=O)c1cccnc1)c1ccccc1 (stereo partly drawn) | 3% | · | -8% | 27% | · | ·
Nc1c(Br)cc(Br)c2cccnc12 | -39% | · | 14% | 46%[activator] | · | ·
Cc1ccc(-c2ccc(C3C4C=CCC(C)C4C(=O)N3Cc3ccccc3)c(F)c2)cc1 (stereo not drawn) | 0% | · | -10% | 11% | · | ·
COc1ccc2c(c1)c1nnc(SC(C)C)nc1n2C | 3% | · | -26% | 25% | · | ·
O=C(NCc1ccccn1)C1(C(F)(F)F)CC(CCCO)CCCO1 (stereo not drawn) | -2% | · | -6% | 24% | · | ·
COC(=O)C1=C[C@@H](C(=O)OC)C2C3=C(C(=O)[C@@]2(C)NC(=O)c2ccccc2)[C@H](C)[C@@H]2C(=O)NC(=O)[C@@H]2[C@@H]3C1 (stereo partly drawn) | 10% | · | -10% | 14% | · | ·
CCCN1CNc2c(c(=O)[nH]c(=S)n2CCC(C)C)C1 | 16% | · | -3% | 57%[activator] | · | ·
CC(=O)Nc1cccc2cccnc12 | -9% | · | -15% | 19% | · | ·
CC(=O)Nc1ccc(SCC(CC(C)C)N2CCN(CCc3ccccc3)CCC2=O)cc1 (stereo not drawn) | -21% | · | -28% | 24% | · | ·
O=C(NNc1ccccc1F)c1cccs1 | -52% | · | -10% | 58%[activator] | · | ·

Ordered by heavy-atom count (low to high): 6 of the compounds above
Structure | RGS4 inh | G9a inh | JMJD2A Tudor inh | HP1b binding inh | PI4K2A block | BAZ2B inh
CC(=O)Nc1cccc2cccnc12 | -9% | · | -15% | 19% | · | ·
O=C(NNc1ccccc1F)c1cccs1 | -52% | · | -10% | 58%[activator] | · | ·
CCCN1CNc2c(c(=O)[nH]c(=S)n2CCC(C)C)C1 | 16% | · | -3% | 57%[activator] | · | ·
O=C(NCc1ccccn1)C1(C(F)(F)F)CC(CCCO)CCCO1 (stereo not drawn) | -2% | · | -6% | 24% | · | ·
COc1ccc(N=c2nc(-c3ccccc3)n(-c3ccc(C)cc3)s2)cc1 | ? | · | -35%[57.1 µM] | -29%[57 µM] | · | ·
COC(=O)C1=C[C@@H](C(=O)OC)C2C3=C(C(=O)[C@@]2(C)NC(=O)c2ccccc2)[C@H](C)[C@@H]2C(=O)NC(=O)[C@@H]2[C@@H]3C1 (stereo partly drawn) | 10% | · | -10% | 14% | · | ·
